KDM5B inh: blocks human KDM5B histone demethylase activity; KDM5B demethylase, FDH-coupled NADH fluorescence (FDH is formaldehyde dehydrogenase); Potency, µM (doses to about 57.7 µM), for the others: at the highest dose activity change, negative = inhibition, hits mostly inhibitors; 220,000 compounds, 2.6% hits; active = well fitted inhibition curve with a large enough effect; inconclusive = small, poorly fitted or top-dose-only effect; inactive = no such curve, though single readings can be large or run the other way; also: 0% is about no effect; nearly all actives have a fitted effect of over 70% in size
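Compound dilutions met 200 nM (final) KDM5BΔAP for 10 min at room temperature before substrate addition. The substrate mix held 12.5 µM H3K4me3 with cofactors 25 µM α-ketoglutarate and 50 µM Fe²⁺. NADH signal gain over 30 min defined activity.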
An asterisk follows results filed as active; ? = inconclusive; & = joins results of further samples; [ ] = dose if it differs, or a comment. Potency is read from the fitted curve at half-maximal effect.

Start of the listing, in advance:
SMILES	KDM5B inh
CCOc1ccccc1C(=O)N1CCC2(CC1)N(C)C(=O)CS2(=O)=O	19%
CCOc1ccc(CCNC(=O)c2cc3cc4ccc(OC)cc4nc3s2)cc1OCC	-14%
CNc1ncccc1C(=O)N[C@H](c1cccs1)C1CC(O)C1 (some centres not stated)	28µM*
Cc1ccccc1C1C2=C(COC2=O)Nc2c1c(=O)n(C)c(=O)n2C (configuration not stated)	?
CCN(CC)c1ccc2cc(-c3nnc(-c4cccc(Cl)c4)o3)c(=O)oc2c1	-23%
O=C(CCc1ccsc1)N(Cc1ccncc1)C1CC1	6%
COC(=O)CCNC(=O)c1ccccc1-c1ncc(-c2ccc(C)cc2)o1	?
COc1ccc(C(C)NC(=O)CN(c2cc(OC)ccc2OC)S(=O)(=O)c2ccccc2)cc1 (configuration not stated)	-14%
Cc1ccc(NC(=O)CN2C(=O)COc3ccc(S(=O)(=O)NC4CCCC4)cc32)cc1N(C)C	?
CC(C)(C)NC(=O)NC(=O)COC(=O)c1ccc2ccccc2n1	-2%
O=C(NC(CCCc1ccccc1)c1ccccc1)c1ccc[n+]([O-])c1 (configuration not stated)	15%
Cc1ccc2ncc3c(-c4ccc(F)cc4)nn(CC(=O)Nc4ccccc4C)c3c2c1	2%
C#CCNC(=O)c1ccc2nccn2c1	141µM*
Cc1ccc(O)c(-c2cc(C(=O)NCc3ccncc3)[nH]n2)c1	-4%
O=C(COc1ccccc1F)c1ccc2c(c1)N(CC(=O)N1CCOCC1)C(=O)CO2	18%

The whole of this part, from the start:
SMILES	KDM5B inh
CCOc1ccccc1C(=O)N1CCC2(CC1)N(C)C(=O)CS2(=O)=O	19%
CCOc1ccc(CCNC(=O)c2cc3cc4ccc(OC)cc4nc3s2)cc1OCC	-14%
CNc1ncccc1C(=O)N[C@H](c1cccs1)C1CC(O)C1 (some centres not stated)	28µM*
Cc1ccccc1C1C2=C(COC2=O)Nc2c1c(=O)n(C)c(=O)n2C (configuration not stated)	?
CCN(CC)c1ccc2cc(-c3nnc(-c4cccc(Cl)c4)o3)c(=O)oc2c1	-23%
O=C(CCc1ccsc1)N(Cc1ccncc1)C1CC1	6%
COC(=O)CCNC(=O)c1ccccc1-c1ncc(-c2ccc(C)cc2)o1	?
COc1ccc(C(C)NC(=O)CN(c2cc(OC)ccc2OC)S(=O)(=O)c2ccccc2)cc1 (configuration not stated)	-14%
Cc1ccc(NC(=O)CN2C(=O)COc3ccc(S(=O)(=O)NC4CCCC4)cc32)cc1N(C)C	?
CC(C)(C)NC(=O)NC(=O)COC(=O)c1ccc2ccccc2n1	-2%
O=C(NC(CCCc1ccccc1)c1ccccc1)c1ccc[n+]([O-])c1 (configuration not stated)	15%
Cc1ccc2ncc3c(-c4ccc(F)cc4)nn(CC(=O)Nc4ccccc4C)c3c2c1	2%
C#CCNC(=O)c1ccc2nccn2c1	141µM*
Cc1ccc(O)c(-c2cc(C(=O)NCc3ccncc3)[nH]n2)c1	-4%
O=C(COc1ccccc1F)c1ccc2c(c1)N(CC(=O)N1CCOCC1)C(=O)CO2	18%
O=C(Nc1ccc(Cl)cc1)N1CCCC(c2nn(-c3ccc(Cl)cc3)c(=O)[nH]2)C1 (configuration not stated)	-11%
COc1ccccc1N1CCN(c2ncnc3c2cnn3-c2cccc(Cl)c2)CC1	11%
Cc1cc(C)c2c(c1)C(=O)/C(=C\c1ccccc1)CC2	23%
Cc1ccc(OCC(=O)Nc2cccc(OCc3cc(=O)n4ccccc4n3)c2)cc1C	-5%
Cc1[nH]c2ccc(F)cc2c1Cc1nc(C2CCOC2)no1 (configuration not stated)	11%
COc1cccc(OC)c1C(=O)Oc1ccc2c(c1)O/C(=C\c1cccnc1)C2=O	-1%
COCc1ccc(C(=O)NCC2(N3CCCCC3)CCCCC2)cc1	?
CN(C)S(=O)(=O)c1cccc(CSc2nnc(-c3ccc(Cl)cc3)n2N)c1	-10%
Cn1c(=O)c2c(ncn2CC(=O)c2ccc3ccccc3c2)n(C)c1=O	2%
O=C1NC(=NC2CCCC2)C2(CCN([S+](=O)([O-])c3ccccc3)C2)N1c1cc(F)cc(F)c1 (configuration not stated)	12%[115 µM]
CN(C)c1ccc(NC(=O)C(=O)C2C(=O)Nc3ccccc32)cc1 (configuration not stated)	-20%
Cn1ncc2c(-c3ccc([S+](C)(=O)[O-])cc3)cc(C(=O)NCc3ccc(F)cc3)nc21	79µM*
O=C(Cc1ccc(Cl)cc1)Oc1ccc2ccccc2c1	9%
O=C(NCc1ccc(Cl)cc1)C(=O)NCC(c1cccs1)S(=O)(=O)c1cccs1 (configuration not stated)	6%
CCOc1ccc(C(=O)Nc2ccc(OCc3cc(=O)n4cccc(C)c4n3)cc2)cc1	-8%
CC(C)c1ccc(C(=O)COC(=O)c2ccc(S(=O)(=O)NCc3ccco3)cc2)cc1	-3%
Cc1cc(C(=O)NC2CCc3nnc(C4CC4)n3CC2)nn1C (configuration not stated)	-13%
Cc1c(NCc2cccnc2)cccc1C(=O)N1CCC2(CCNCC2)CC1	10%
Cc1ccc(NC(=O)C(Sc2ncccn2)c2ccccc2)cc1 (configuration not stated)	7%
Fc1cccc(Cl)c1CSC1=NCCS1	-5%
CC(C)CCn1c(Oc2ccccc2F)nc2c1c(=O)n(C)c(=O)n2C	?
Clc1cccc(CNCCCn2ccnc2)c1	7%
c1ccc(-c2nnc3n2CCN(CC2CC2)C3)cc1	16%[149 µM]
CCC(=O)N1N=C(c2ccccc2NS(=O)(=O)CC)CC1c1ccco1 (configuration not stated)	13%
N#Cc1nc(-c2ccc(F)cc2)oc1N1CCN(C(=O)c2cccs2)CC1	-9%
O=C(C1CCCC1)N1CC2(CCCN2Cc2cccnc2)Cc2ccccc21 (configuration not stated)	-3%[115 µM]
COc1ccccc1CNc1ccc(-c2nc(C(C)C)no2)cc1[N+](=O)[O-]	-16%
COc1ccc2c(C)c(CC(=O)NC3CCCC3)c(=O)oc2c1OC	-28%
Cc1c(Cl)c(C(F)(F)F)nn1CC(=O)Nc1c(Cl)cccc1Cl	13%
COc1cc(NC(=O)Cc2sc(C)nc2-c2cccs2)cc(OC)c1OC	1%
CCN1CCN(c2nc3ncn(CC(=O)Nc4ccc(F)c(C)c4)c(=O)c3s2)CC1	7%
Cn1c(=O)c2c(SCC(=O)NC3CCCC3)nc(CC(C)(C)C)nc2n(C)c1=O	14%
CC(C)Oc1ccc(CNC(=O)CC2CCOCC2)cc1	?
O=C(Nc1ccccc1)N(Cc1cccs1)c1ccc(Cl)cc1	0%
COc1cccc(CN2CCc3nc(C(=O)NCC4CC4)oc3CC2)c1	40µM*
COC(=O)c1ccc(COC(=O)c2ccc(Cl)cc2O)cc1	?
Cc1nc2nc(SCC(=O)c3ccccc3)[nH]c2cc1Br	8%&-1%
COc1ccc(NC(=O)c2c(NC(=O)COc3ccc(Cl)cc3)sc3c2CCCCC3)cc1	-12%
Nc1cc(=O)nc(SCC(=O)Nc2ccc(F)cc2)n1-c1cccc(Cl)c1	-15%[11.5 µM]
COc1ccccc1SC(C)C(=O)NC(C)(C)C (configuration not stated)	16%
O=C(Nc1ccc(Cl)cc1)N1CCn2c(nn(-c3ccc(F)cc3)c2=O)C1	-7%
Cc1cc(NC(=O)CNc2cc(S(=O)(=O)N3CCOCC3)ccc2N2CCCC2)no1	-10%
CCOc1ccc(-c2nc(-c3nnn4c3COC(c3ccc(OC)cc3)C4)no2)cc1 (configuration not stated)	-28%
Cc1noc(C)c1C(=O)N1CCN(C2CCNCC2)C(=O)C1	?
Cc1cc(C)nc(N2CCC(C(=O)NC3CC3)CC2)n1	?

(more compounds)
SMILES	KDM5B inh
CCN1CCN(C2(C(=O)NCCC3CCCCO3)Cc3ccccc3C2)CC1 (configuration not stated)	?
O=C(CCCn1c(=O)c2ccccc2n(CC(=O)Nc2cccc(Cl)c2)c1=O)NCc1ccc2c(c1)OCO2	1%
CCn1cc(S(=O)(=O)N2CC(Oc3ccccc3-c3noc(C)n3)C2)cn1	8%
Cc1oc(-c2ccccc2Cl)nc1Cn1c(SCc2cccc(F)c2)nc2cccnc21	?
N#Cc1ccccc1NC(=O)CSc1nncn1CCc1cccs1	15%
Cc1nccn1CCNC(=O)C12CCCC=C1N(C1CCCC1)C(=O)CC2 (configuration not stated)	11%
O=C(Cn1nc(-c2ccco2)ccc1=O)NC1CCCc2c1[nH]c1ccccc21 (configuration not stated)	?
Cc1cn2c(=O)cc(COC(=O)c3cccc(NC(=O)c4ccc(C(C)(C)C)cc4)c3)nc2s1	?
NC(=O)COC(=O)c1ccc(NS(=O)(=O)c2ccc3c(c2)OCCO3)cc1	19%
COc1cc(C2C=C(C(=O)O)Nc3ncnn32)ccc1O (configuration not stated)	?
Cn1nc2cccc(S(=O)(=O)N[C@H](c3ccccn3)C3CC(O)C3)c2n1 (some centres not stated)	7%
N#CC1CCN(C(=O)c2nc(-c3cccc(C(F)(F)F)c3)c3ccccn23)CC1	14µM*
COc1ccc(Cn2c(C(C)NC(=O)c3ccco3)nc3ccccc32)cc1 (configuration not stated)	11%
Cc1cc(C)c(S(=O)(=O)NCC(c2cccnc2)S(=O)(=O)c2ccccc2)c(C)c1 (configuration not stated)	8%
CC(C)OCCCNC(=O)c1cc(C2CC2)nc2onc(C3CCNCC3)c12	?
CC(C)CC(=O)N1CC[C@H]2COC(=O)N2c2cc(F)ccc2C1	16%[86.2 µM]
COc1ccc(-c2onc(C)c2C(=O)NCCc2cccs2)cc1	?
Cc1ccc(C(C)NC(=O)c2cn(CCN3CCNCC3)nn2)cn1 (configuration not stated)	-18%
COc1ccc(NC(=O)c2c(C)nc3n2CCC(Nc2ccccc2C)C3)cn1 (configuration not stated)	-31%[86.2 µM]
Cc1cc(C)c(NC(=O)C2CCN(c3nc4ccccc4n4cccc34)CC2)c(C)c1	7%
Cc1cccc(Cc2c(C)nc3nc(C(F)(F)F)[nH]n3c2=O)c1	12%
Cc1oc2cc(O)ccc2c(=O)c1Oc1ccc(C(=O)O)cc1	?
O=C(c1cccs1)N1CCC(c2nc3c(nnn3Cc3ccccc3Cl)c(=O)[nH]2)CC1	-7%
CN(C)c1ccc(-c2noc(-c3cc4cc(F)ccc4oc3=O)n2)cc1	3%
N/C(Cc1ccc(Cl)cc1Cl)=N\OC(=O)c1ccc(Br)o1	12%
CC(NC(=O)c1ccc(Cl)cc1)C(=O)NCc1cnn(-c2ccccc2)c1 (configuration not stated)	14%
CCN(Cc1nnc(-c2ccc(Br)s2)o1)C1CC1	9%
O=C(NCc1ccc(Cl)nc1)c1cnn2c1CN([S+](=O)([O-])c1cccc(C(F)(F)F)c1)CC2	26%[115 µM]
CN1CCN(c2nc3c(c(=O)[nH]2)CCN(Cc2cccnc2)CC3)CC1	15%
CC(=O)N1CC2(CCN(C(=O)NCc3ccccc3)CC2)CC1C(=O)O (configuration not stated)	35%
Cc1c(/C=N/NC(=O)c2ccc(Br)o2)cnn1C	12%
Cc1c(CC(=O)O)c(=O)oc2cc(OCc3ccc4ccccc4c3)ccc12	?
CC(=O)N1CCC(NCc2cccnc2Oc2ccccc2C)CC1	5%
C/C(=N\OCC(=O)Nn1c(C)nc2ccccc2c1=O)c1cccs1	-19%
COc1cccc(CCC(=O)N2CCCN(c3cc(-c4ccccc4)[nH]n3)CC2)c1	?
CN(C)Cc1ccccc1CNC(=O)c1nccnc1N	?
Cc1cc(C)c(C)c(S(=O)(=O)NCc2ccncc2)c1C	-16%
COc1ccc(-c2cc(-c3ccccc3)nc3c(C)noc23)cc1OC	25µM*
O=C1CC(c2ccccc2)N(Cc2ccncc2)CCCN(Cc2ccccn2)CCN1 (configuration not stated)	?
NS(=O)(=O)c1ccc(N/N=C/c2cccc(O)c2)c([N+](=O)[O-])c1	-15%
CC(C)c1cc(C(=O)N2CCC(C(=O)N3CCCCCC3)CC2)c2ccccc2n1	17%
COc1ccc(-c2noc(-c3cc4cc(Cl)ccc4oc3=O)n2)cc1OC	9%
O=C(NC1CCCCC1)[C@@H]1C[C@@H](O)CN1C1CCN(C(=O)c2ccccc2F)CC1	-10%
Cc1n[nH]c(C)c1C(NC(=O)c1c(C)c2cccc(C)c2n1C)C(=O)O (configuration not stated)	5%
CC1(C)CC(=O)C(N=Nc2c(F)cccc2F)=C(O)C1	18%
CCCc1c(C(=O)Nc2ccc(F)cc2F)cnn1-c1ccccc1	?
O=C(NC1CCCCC1)C1CN(C(=O)c2cccc(F)c2)CC12CCOCC2 (configuration not stated)	-1%
Cc1ccccc1C(=O)N1CCCCC1CCN1CCCCC1 (configuration not stated)	7%
CC(C)COC(=O)c1nn(Cc2ccccc2)c(=O)c2ccccc12	2%
Cc1ccc(-n2c(C3CCN(C(=O)c4cccc(C(F)(F)F)c4)CC3)n[nH]c2=O)cc1	-13%
Cc1cc(C(=O)NC2CC(C)(C)Cc3nc(N4CCOCC4)ncc32)nn1C (configuration not stated)	?
O=C(NCc1ccc(Cl)cc1)C1CCN(S(=O)(=O)c2ccccc2)CC1	-4%
Cc1ccc(C)c(C(=O)C(C)Sc2nc3nn(-c4ccccc4)c(=O)c-3c3n2CCCCC3)c1 (configuration not stated)	2%
Cc1cccc(Nc2nc(-c3cc4ccccc4oc3=O)cs2)c1C	17%
O=C1CCC(=O)N1CC(O)COc1ccccc1 (configuration not stated)	44%
COCCc1noc(-c2ccccc2OC2CN(C(=O)c3ccncc3)C2)n1	?
O=C(NC1CCCC1)c1cc(-c2ccc(Cl)c(Cl)c2)nc2ccccc12	-21%
CC(C)C1CN(C(=O)c2ncoc2C2CC2)CCCN1Cc1ccc(F)cc1 (configuration not stated)	15%
CCc1ccc(C(=O)C(C#N)C(=O)NCc2ccccc2)cc1 (configuration not stated)	-1%

Three of the entries above in order of their number in KDM5B inh, high to low:
Compound	KDM5B inh
CC(C)C1CN(C(=O)c2ncoc2C2CC2)CCCN1Cc1ccc(F)cc1 (configuration not stated)	15%
CCc1ccc(C(=O)C(C#N)C(=O)NCc2ccccc2)cc1 (configuration not stated)	-1%
O=C(NC1CCCC1)c1cc(-c2ccc(Cl)c(Cl)c2)nc2ccccc12	-21%

The list is partial; rates above refer to the full screens.
